# KCNK3 inh = human KCNK3 channel inhibition, primary screen. B-score at 10 µM. O14649. AID 602410. 340,000 compounds, 0.84% hits. CHO-KCNK3 thallium flux, FluxOR fluorescence; hits give low values;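 active = B-score under library mean minus 4 SD, starting fluorescence ratio at most library mean plus 5 SD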;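 also: more negative B-score means stronger inhibition of thallium flux through KCNK3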
# Target sequence (O14649 whole entry, looked up): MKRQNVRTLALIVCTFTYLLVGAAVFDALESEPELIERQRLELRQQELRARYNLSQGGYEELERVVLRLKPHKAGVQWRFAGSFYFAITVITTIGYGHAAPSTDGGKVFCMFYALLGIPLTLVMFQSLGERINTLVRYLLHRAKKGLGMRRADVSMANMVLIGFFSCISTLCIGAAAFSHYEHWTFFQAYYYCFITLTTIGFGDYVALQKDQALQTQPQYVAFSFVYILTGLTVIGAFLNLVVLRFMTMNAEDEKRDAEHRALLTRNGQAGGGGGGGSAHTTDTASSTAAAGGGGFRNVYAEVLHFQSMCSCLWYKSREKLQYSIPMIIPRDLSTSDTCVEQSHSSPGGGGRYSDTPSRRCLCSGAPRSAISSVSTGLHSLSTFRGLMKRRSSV
# DYRK1A inh = Dyrk1A (rat) kinase inhibition. Q63470. ADP-Glo luminescence, NFATc1 peptide. inhibition, % at 12.5 µM. 310,000 compounds, 0.43% hits. AID 504441; in the data active = inhibition above about 50%;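 also: plate controls were vehicle with enzyme for no effect and no enzyme for full effect; many of its hits are not listed in these tables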
# TMEM16A inh = mouse TMEM16A channel inhibition, primary screen; HEK293 TMEM16A/YFP iodide influx fluorescence, ionomycin; normalized B-score (activity score, 25-100; higher = stronger inhibition) at 10 µM; 310,000 compounds, 1.2% hits; AID 588511;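 active = ratio plate-corrected score three or more library SD toward inhibition, starting fluorescence score within five deviations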;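 also: score derived from kinetic fluorescence span divided by baseline fluorescence per well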
# HDAC3 inhib = blocks human histone deacetylase 3; recombinant HDAC3, fluorogenic peptide/trypsin coupled, fluorescence; inhibition, % at 8.3 µM; O15379; 320,000 compounds, 0.15% hits; in the data active = inhibition above about 26%, passing the limit was not always enough
# KCNK9 block = human KCNK9 channel inhibition; Q9NPC2; HEK293 KCNK9, FluxOR thallium flux fluorescence; hits give low values; B-score at 10 µM; 310,000 compounds, 1.2% hits;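 active = ratio B-score over 3 SD below the library mean, with starting fluorescence within 5 SD of its mean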;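 also: negative B-score means less thallium flux so channel inhibition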
# TRPC4 potent = allosterically enhances the mouse TRPC4 cation channel | HEK293 TRPC4beta/mu-opioid, DAMGO EC20, Fluo-4 Ca2+ flux; hits give high values | B-score at 10 µM | 310,000 compounds, 0.42% hits | AID 2227;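 active = B-score of calcium response area above 5 SD of library B-scores, with initial fluorescence ratio within 5 SD of library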;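 also: B-score of integrated fluorescence ratio over time as area under calcium response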
# hERG rescue = hERG (human) protection from proarrhythmic block; CHO-hERG, FluxOR thallium flux, dofetilide IC70 present; activation (rescue from dofetilide block), less the hit threshold, % at 10 µM; Q12809; 310,000 compounds, 0.51% hits;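 active = activation above the mean of controls blocked by dofetilide plus 5 SD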;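 also: thallium influx through hERG after potassium depolarization seen as dye fluorescence rise; in these data hits start at about 4.7%; inactives centre near -7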
# KCNQ1 pot = potentiates or activates the human KCNQ1 potassium channel | CHO-K1 KCNQ1, thallium flux FluxOR fluorescence; hits give high values | B-score at 10 µM | 310,000 compounds, 0.35% hits;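 active = fluorescence ratio B-score, a plate-corrected score, at least three library SD, with initial intensity B-score within 5 SD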
# Target sequence (P51787 whole entry, looked up): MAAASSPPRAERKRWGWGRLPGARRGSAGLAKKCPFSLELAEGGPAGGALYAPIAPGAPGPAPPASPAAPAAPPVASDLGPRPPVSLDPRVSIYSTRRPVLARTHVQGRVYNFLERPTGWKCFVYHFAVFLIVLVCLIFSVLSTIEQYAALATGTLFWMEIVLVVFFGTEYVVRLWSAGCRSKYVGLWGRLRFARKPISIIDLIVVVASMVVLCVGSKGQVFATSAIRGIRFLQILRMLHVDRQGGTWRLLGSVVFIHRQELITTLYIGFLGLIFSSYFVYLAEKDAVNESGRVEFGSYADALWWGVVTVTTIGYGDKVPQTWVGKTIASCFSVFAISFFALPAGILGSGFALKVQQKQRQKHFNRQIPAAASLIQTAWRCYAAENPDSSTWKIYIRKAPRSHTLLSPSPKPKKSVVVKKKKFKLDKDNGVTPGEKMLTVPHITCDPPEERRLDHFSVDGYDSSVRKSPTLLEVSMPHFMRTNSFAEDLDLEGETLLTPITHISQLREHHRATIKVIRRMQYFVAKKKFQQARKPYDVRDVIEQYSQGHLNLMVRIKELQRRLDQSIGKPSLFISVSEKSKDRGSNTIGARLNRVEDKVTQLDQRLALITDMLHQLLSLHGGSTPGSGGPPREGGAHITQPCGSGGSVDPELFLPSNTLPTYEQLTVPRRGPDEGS
#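 System: Stable KCNQ1 CHO-K1 line | Incubation: 90 min dye loading and 20 min compound exposure, both at room temperature | Measure: Ratio B score | Medium: Assay buffer for compound exposure, DMSO matched across wells | Compound dosing: Single-concentration screen | Probe or stimulus: K+/Tl+ depolarizing stimulus | Measured by: Kinetic FluxOR fluorescence, 10 s baseline plus 110 s post-stimulus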
# TMEM16A act = activates or potentiates the mouse TMEM16A chloride channel | Q8BHY3 | HEK293 TMEM16A/YFP-H148Q/I152L, iodide quench fluorescence; hits give low values | B-score at 10 µM | 340,000 compounds, 0.3% hits;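 active = fluorescence-ratio B-score plate-corrected deviation score at least 3 library SD below zero, with starting fluorescence score within 5 deviations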;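 also: channel opened by trigger with iodide after compound preincubation; score built on the fluorescence ratio of max minus min over baseline; more negative score means more quench and so TMEM16A activation or potentiation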
# KCNQ1 inh = inhibitors of human KCNQ1 potassium channel | CHO-K1 KCNQ1, FluxOR thallium flux fluorescence; hits give high values | B-score at 10 µM | 310,000 compounds, 1.3% hits;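 active = compounds whose thallium flux B-score, printed positive for inhibition, exceeds three library SD while starting fluorescence stays within three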;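 also: channel opened by potassium depolarization with thallium stimulus after 20 min compound exposure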
# TRPC4 agonist = TRPC4 (mouse) channel activation | Q9QUQ5 | HEK293 TRPC4beta/mu-opioid, Fluo4 calcium fluorescence; hits give high values | B-score at 10 µM | 310,000 compounds, 0.49% hits;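 active = B-score above 5 SD of library B-scores, and initial fluorescence ratio not above library mean plus 5 SD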;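 also: positive B-score marks a calcium rise read as TRPC4 activation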
#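 System: HEK293 cells stably co-expressing mouse TRPC4beta and mu-opioid receptor; Schedule: Fluo4 dye loading 45 min at room temperature, 110 s recording; Detection: Fluo4 fluorescence, kinetic; Evaluation: B-scored integrated calcium fluorescence ratio; Controls: buffer (low) and maximal DAMGO (high).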
# An asterisk follows results filed as active; i = inactive; nt = not tested or not shown.
SMILES,KCNK3 inh,DYRK1A inh,TMEM16A inh,HDAC3 inhib,KCNK9 block,TRPC4 potent,hERG rescue,KCNQ1 pot,TMEM16A act,KCNQ1 inh,TRPC4 agonist
O=c1cc(CO)oc(CN2CCN(c3ccccc3)CC2)c1O,i,-4.1,i,4.8,i,i,-0.6,i,i,i,i
Cc1ccc(S(=O)(=O)N2CCC(C(=O)N[C@@H](C)C(=O)NC3CCCCC3)CC2)cc1,i,-5.6,i,4.6,i,i,-14.5,i,i,i,i
COC(=O)[C@H](NC(=O)c1cc(-c2ccccc2)nc2ccccc12)c1ccccc1,i,-7.3,i,1.5,i,i,-6.0,i,i,i,i
c1coc(C2=NCCc3ccccc32)c1,i,-6.2,i,5.1,i,i,0.7,i,i,i,i
CC(C)N=C(NC#N)SCc1ccccc1,i,-13.6,i,-1.9,i,i,-1.7,i,i,i,i
O=C(COC(=O)CNC(=O)c1cccc([N+](=O)[O-])c1)NCc1ccco1,i,nt,i,-16.4,i,i,-15.1,i,i,i,i
CN(C)S(=O)(=O)c1ccc(C(=O)Nc2nnc(SCc3ccccc3)s2)cc1,i,-5.3,i,-1.0,i,i,-6.6,i,i,i,i
COC(=O)[C@H](Cc1ccccc1)NC(=O)NCCc1ccc(F)cc1,i,nt,i,6.2,i,i,-15.8,i,i,i,i
Cc1ccc(N(CC(=O)N2CCN(c3ccccc3F)CC2)S(=O)(=O)c2c(C)noc2C)cc1,i,-5.3,i,-0.4,i,i,-4.1,i,i,i,i
COc1ccccc1-c1noc(-c2ccco2)n1,i,1.1,i,1.7,i,i,-1.9,i,i,i,i
O=C(NCc1ccc2c(c1)OCO2)c1ccc2c(c1)C(=O)N(CC1CCCO1)C2=O (configuration not stated),i,3.0,i,11.2,i,i,-12.7,i,i,i,i
Cc1c(Nc2nc3ccccc3nc2N2CCN(c3ccccc3)CC2)c(=O)n(-c2ccccc2)n1C,i,-4.4,i,12.3,i,i,-7.8,i,i,i,i
CCOC(=O)C1(CCOC)CCN(Cc2ccc3nonc3c2)CC1,i,-2.0,i,nt,i,i,-10.1,i,i,i,i
Cc1cc(NC(=O)C(C)C)n(-c2nc3ccccc3s2)n1,i,-3.5,i,-9.4,i,i,-5.9,i,i,i,i
O=c1[nH]cnc(O)c1C(c1ccc2c(c1)OCO2)c1c(O)nc[nH]c1=O,i,-1.2,i,nt,i,i,0.8,i,i,i,i
Cn1nc(C(=O)N2CCN(c3ccccc3)CC2)c2c1-c1ccccc1S(=O)(=O)C2,i,5.2,i,6.4,i,i,-8.8,i,i,i,i
COc1ccc(CCNc2nc(Cl)nc(NC(C)(C)CO)n2)cc1OC,i,5.9,i,3.2,i,i,-8.7,i,i,i,i
CC(=O)c1cccc(NC(=O)NNC(=O)c2ccc3ccccc3c2)c1,i,-2.8,i,2.3,i,i,-3.4,i,i,i,i
CCc1nc(SCC(N)=O)c2c(=O)n(C)c(=O)n(C)c2n1,i,-1.8,i,-0.9,i,i,-10.1,i,i,i,i
CCN(CC)CCN1C(=O)C(O)=C(C(=O)c2cccs2)C1c1ccccn1 (configuration not stated),i,1.3,i,4.2,i,i,-10.4,i,i,i,i
COc1cc(OC)nc(NC(=O)C(C)C)n1,i,-1.2,i,-4.3,i,i,-3.1,i,i,i,i
Cc1ccc(OCC(O)Cn2c(=N)n(Cc3ccccc3)c3ccccc32)cc1 (configuration not stated),i,3.6,i,1.6,i,i,-27.8,i,i,8*,i
CC1CCN(CCCN2C(=O)C3C(C(=O)Nc4cccc(Cl)c4)C4C=CC3(O4)C2C(=O)NC2CCCCC2)CC1 (configuration not stated),i,3.7,i,-3.1,i,i,-11.6,i,i,i,i
CN(CC(=O)Nc1ccc(F)c(F)c1)S(=O)(=O)c1cccc2cccnc12,i,1.6,i,2.1,i,i,-7.7,i,i,i,i
Cc1ccnc(NC(=O)c2ccc(OCC3CCCO3)cc2)c1 (configuration not stated),i,12.4,i,-5.7,i,i,-8.7,i,i,i,i

# (further entries)
SMILES,KCNK3 inh,DYRK1A inh,TMEM16A inh,HDAC3 inhib,KCNK9 block,TRPC4 potent,hERG rescue,KCNQ1 pot,TMEM16A act,KCNQ1 inh,TRPC4 agonist
CC(C)(C)N(NC(=O)c1ccccc1)C(=O)c1cccc(C(=O)N(NC(=O)c2ccccc2)C(C)(C)C)c1,i,6.0,i,-6.6,i,i,-3.8,i,i,i,i
COc1cccc(NC(=O)c2nc(SC)ncc2Cl)c1,i,0.0,i,-0.6,i,i,-4.8,i,i,i,i
C=CCSc1ncnc2sc(C)c(C)c12,i,-23.6,i,1.9,i,i,-0.3,i,i,i,i
O=C(CSc1nc2ccsc2c(=O)n1NC(=O)c1ccccc1)NCc1ccco1,i,5.8,i,-4.0,i,i,-11.4,i,i,i,i
Cc1cccc(OCCCSc2nc3ccc(C)cc3[nH]2)c1,i,-0.4,100*,11.0,i,i,-7.6,i,i,i,i
COC(=O)c1ccccc1COn1c(=O)c(C)[n+]([O-])c2ccccc21,i,-3.4,i,0.1,i,i,-11.1,i,i,i,i
COc1ccc2[nH]c(C(=O)N3CCc4ccccc4C3)c(C)c2c1,i,1.0,i,18.9,i,i,-9.4,i,i,i,i
Cc1ccc(-c2[nH][nH]c(=O)c(=O)c2N=Nc2ccccc2)cc1,i,-8.6,i,1.5,i,i,-11.4,i,i,i,i
CCN1CCN(C(=O)CN(CCc2ccccc2)S(C)(=O)=O)CC1,i,-3.5,i,7.8,i,i,-6.6,i,i,i,i
C=CCn1c(=O)c2ccccc2n2c(SCC(C)=O)nnc12,i,-5.4,i,-2.7,i,i,-5.7,i,i,i,i
O=C(CO/N=C/c1c(Cl)cccc1Cl)NNC(=O)c1ccc(Cl)cc1,i,-10.6,i,-5.4,i,i,-5.8,i,i,i,i
Cc1cc(NC(=O)C(C)(C)C)no1,i,-0.3,i,8.5,i,i,-1.8,i,i,i,i
O=C1COc2ccc(-c3n[nH]c(=O)c4ccccc34)cc2N1,i,0.3,i,1.5,i,i,-0.4,i,i,i,i
O=C(c1ccc(Br)o1)N1CCN(c2ccccc2F)CC1,i,-4.4,i,-5.1,i,i,-15.5,i,i,i,i
Cc1ccc(N(Cc2cc(=O)[nH]c3ccccc23)C(=O)CCl)cc1,i,-3.7,i,0.2,i,i,-4.4,i,i,i,i
CN1C(=O)CSc2ccc(NC(=O)N3CCN(c4ccccc4)CC3)cc21,i,8.0,i,4.3,i,i,-6.9,i,i,i,i
CCn1cc(C(=O)OCC(=O)Nc2ccc(C(C)C)cc2)c(=O)c2ccc(C)nc21,i,-3.1,i,2.0,i,i,-11.4,i,i,i,i
CCC(C)CCN1C(N(C)C)=NC[C@@H]1C (some centres not stated),i,8.1,i,-10.2,nt,nt,nt,nt,i,nt,nt
Oc1ccc(/C=N/NC2=NCCCCC2)cc1,i,nt,i,2.9,i,i,-1.9,i,i,i,i
CCOC(=O)C1CCN(S(=O)(=O)c2ccc3c(c2)NC(=O)C(C)C(=O)N3)CC1 (configuration not stated),i,-3.0,i,-3.7,i,i,-5.9,i,i,i,i
S=c1[nH]nc(-c2ccncc2)n1/N=C/c1cn(-c2ccccc2)nc1-c1ccc(Cl)cc1,i,nt,i,-0.6,i,i,-10.9,i,i,i,i
C=CCCC(=O)Nc1nc(C)c(-c2csc(Nc3ccc(Cl)cc3Cl)n2)s1,i,-2.2,i,6.4,i,i,-9.1,i,i,i,i
O=C(/C=C/c1ccccc1)N/C(=C/c1ccccc1)C(=O)N1CCCCC1,i,1.7,i,4.7,i,i,-14.9,i,i,i,i
O=[N+]([O-])c1c(Nc2ccccc2)ccc2nonc12,i,0.7,i,7.3,i,i,-6.6,i,i,i,i
Cc1ccsc1/C=C1\SC(N)=NC1=O,i,nt,i,8.6,i,i,-1.9,i,i,i,i

# Further records:
SMILES,KCNK3 inh,DYRK1A inh,TMEM16A inh,HDAC3 inhib,KCNK9 block,TRPC4 potent,hERG rescue,KCNQ1 pot,TMEM16A act,KCNQ1 inh,TRPC4 agonist
COC(=O)c1sc(S(=O)(=O)NCCC(=O)O)c(C(=O)OC)c1C,i,-1.9,i,-5.5,i,i,-8.9,i,i,i,i
C/C(=N\NC(=O)c1cccc(S(=O)(=O)N2CCCC2)c1)c1ccco1,i,nt,i,3.9,i,i,-13.8,i,i,i,i
CC(C)NC(=S)NC(=O)c1ccc(Cl)cc1Cl,i,-2.8,i,-2.3,i,i,-2.4,i,i,i,i
CC(=O)c1cc(CN2CCC(C(=O)Nc3ccc(-n4nc(C)cc4C)cc3)CC2)cs1,i,-7.0,i,-3.0,i,i,-4.7,i,i,i,i
COCCC(=O)N1CCC(C(=O)Nc2ccc(Oc3ccccc3)nc2)CC1,i,-3.2,i,-3.6,i,i,-3.4,i,i,i,i
Cc1nc(N)sc1Cc1ccc2c(c1)OCO2,i,-0.8,i,-3.7,i,i,-5.8,i,i,i,i
O=C(COC(=O)/C=C/c1ccc(Br)o1)NCCCN1CCCC1=O,i,2.8,i,10.2,i,i,-7.7,i,i,i,i
O=S(=O)(Cc1noc(-c2ccc(Cl)cc2)n1)Cc1ccco1,i,nt,i,2.9,i,i,-0.2,i,i,i,i
COCCN1C(=O)c2oc3ccccc3c(=O)c2C1c1ccc(OC)c(OC)c1 (configuration not stated),i,5.8,i,1.1,i,i,-5.8,i,i,i,i
CCc1ccccc1NC(=S)N(Cc1cccc(C)c1)c1cccnc1,i,nt,i,-2.0,i,i,-18.0,i,i,i,i
Cc1ccc(CSCC(=O)N(C)CC(=O)Nc2ccccc2C(F)(F)F)cc1,i,-2.9,i,9.7,i,i,-18.1,i,i,i,i
COc1cc2c(=O)n(CC3CCCO3)c(=O)n(CC(=O)Nc3cccc(Cl)c3)c2cc1OC (configuration not stated),i,4.3,i,1.0,i,i,-9.2,i,i,i,i
O=C(CN(CCO)c1ccccc1)Nc1cccc(S(=O)(=O)N2CCCC2)c1,i,5.6,i,0.6,i,i,-6.7,i,i,i,i
OC(COc1ccc2ccccc2c1)CN1CCCC1 (configuration not stated),i,-5.7,i,-6.6,i,i,-0.8,i,i,i,i
COc1cc2ncnc(NCc3cccc(F)c3F)c2cc1OC,i,-1.2,i,-0.4,i,i,-0.9,i,i,i,i
O=C1C(Nc2ccccc2)=C(N2CCCCC2)C(=O)c2ccccc21,i,18.2,i,-1.5,i,i,-6.6,i,i,i,i
O=C(Cn1nnc2ccccc2c1=O)NCCc1ccc(Cl)cc1Cl,i,1.2,i,15.1,i,i,-3.0,i,i,i,i

# These rows are one share of the data (hit frequency here may not be typical).
